ARNT-TACC3 inh: disrupts binding between human ARNT and TACC3 | Q9Y6A5 | AlphaScreen His-ARNT PAS-B/GST-TACC3 binding, luminescence; TACC3 fragment carries E629A point mutation | inhibition, % at 9.99 µM | 0.66% of 390,000 active | AID 623870;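 active = mean inhibition of replicates at least 50% and at least half of replicates each reaching 50%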;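 also: 0% = complete ARNT plus TACC3 wells and 100% = ARNT alone without TACC3; many hits fall short of the cut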
ERAP1 HTS inh: blocks human ERAP1 aminopeptidase activity; AID 652197; recombinant ERAP1, Leu-AMC fluorescence, 60 min; Q9NZ08; 0.15% of 340,000 active; inhibition, % at 10.7 µM;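 active = mean replicate inhibition of at least 30%, or all replicates individually reaching that 30% level; inactive = mean below 30% and not every replicate reaching it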;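 also: 0% = neutral control wells and 100% = L-leucinethiol positive control wells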
Target sequence (Q9NZ08 whole entry, looked up): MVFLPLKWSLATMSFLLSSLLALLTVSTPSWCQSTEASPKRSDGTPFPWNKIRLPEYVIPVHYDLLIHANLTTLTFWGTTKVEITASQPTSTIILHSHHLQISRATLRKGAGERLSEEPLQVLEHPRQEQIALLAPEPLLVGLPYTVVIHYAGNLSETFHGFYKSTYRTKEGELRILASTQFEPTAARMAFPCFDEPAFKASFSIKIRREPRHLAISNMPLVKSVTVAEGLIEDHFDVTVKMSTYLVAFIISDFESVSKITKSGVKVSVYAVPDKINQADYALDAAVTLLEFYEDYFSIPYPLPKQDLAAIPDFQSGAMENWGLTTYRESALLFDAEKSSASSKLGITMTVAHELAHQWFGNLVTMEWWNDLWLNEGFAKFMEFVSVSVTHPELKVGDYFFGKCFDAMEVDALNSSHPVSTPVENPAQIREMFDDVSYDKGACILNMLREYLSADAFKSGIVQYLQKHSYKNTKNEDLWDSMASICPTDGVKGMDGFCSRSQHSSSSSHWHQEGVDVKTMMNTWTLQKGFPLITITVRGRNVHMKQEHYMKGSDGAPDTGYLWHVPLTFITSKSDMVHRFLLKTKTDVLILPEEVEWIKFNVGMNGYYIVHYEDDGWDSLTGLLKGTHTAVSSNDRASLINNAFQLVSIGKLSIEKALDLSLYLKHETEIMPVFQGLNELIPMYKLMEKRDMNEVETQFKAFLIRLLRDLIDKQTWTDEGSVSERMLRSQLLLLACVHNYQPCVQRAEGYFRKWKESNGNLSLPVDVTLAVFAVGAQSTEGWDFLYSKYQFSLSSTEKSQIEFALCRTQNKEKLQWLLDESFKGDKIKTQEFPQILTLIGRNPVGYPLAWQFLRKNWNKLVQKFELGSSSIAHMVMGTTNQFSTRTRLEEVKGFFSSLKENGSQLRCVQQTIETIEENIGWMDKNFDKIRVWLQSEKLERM
RAD54 inh: inhibitors of human RAD54 branch migration; Q92698; RAD54 Holliday junction branch migration, FAM/BHQ fluorescence; inhibition, % at 10.4 µM; 0.14% of 360,000 active; AID 602329;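 active = mean normalized replicate activity at least 40 and at least half of replicates scoring 40 or more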;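 also: 0% = median of neutral control wells and 100% = median of positive control wells; inhibitors cause a drop in the FAM fluorescence signal; in these data hits start at about 50%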
CFTR F508del cor: correctors of CFTR F508del function in bronchial epithelial cells | CFBE cells, YFP halide quenching; stimulated with forskolin plus potentiator P3; % fluorescence drop versus neutral controls | activity (quench increase), % at 7.58 µM | 0.36% of 350,000 active;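 active = mean added fluorescence quench of at least 8% versus neutral control, with both replicates also reaching 8%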;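 also: cells transiently co-express mutant CFTR-F508del with the halide-sensitive YFP; corrector assay measuring rescue of mutant channel to the surface after 24 h compound exposure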
RAD52 anneal inh: blocks human RAD52 DNA annealing; recombinant RAD52 DNA annealing, FRET fluorescence; inhibition, % at 18.7 µM; 0.46% of 360,000 active;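 active = every replicate showing at least 50% inhibition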
Xi reactivation: reactivates the inactive X chromosome in mouse fibroblasts | XiGFP mouse fibroblasts, % GFP-positive cells imaging, 3 d; cells co-treated with 5-aza-dC sensitizer; scaled so ellipticine positive control = 100% | activation, % at 7.58 µM | 0.055% of 360,000 active;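 active = mean normalized replicate activation at least 10% and every replicate at or above 10%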;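 also: 0% = median of on-plate neutral control wells and 100% = ellipticine 6 µM median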
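Schedule: 3 d treatment, 15 min room-temperature fixation; system: 68-5-11 XiGFP fibroblast line; buffer or medium: DMEM plus 5-aza-dC sensitizer; control set: ellipticine 6 µM positive control; compound: one concentration, pinned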
GSIS activator: GLuc luminescence reporter in INS-1E cells, primary screen for activators of glucose-dependent secretion of insulin; INS-1E GLuc reporter insulin secretion, 2-3 h; AID 743287; 0.61% of 370,000 active; activation, % at 16.6 µM;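 active = lowest replicate activation of at least 40%, so every replicate reaches that level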;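 also: 0% = median of neutral control wells and 100% = median of IBMX positive control wells; some compounds called inactive have numbers as strong as hits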
esBAF inh: blocks esBAF chromatin remodeling in mouse ES cells; Bmi1-luciferase knock-in reporter, 24 h; 100% = twice the neutral-well signal; reporter increase, % at 12.5 µM; 2% of 350,000 active; AID 602393; in the data active = activation above about 40%;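 also: 0% = median of the plate's neutral control wells and 100% = double that signal; a rise in the Bmi1 reporter signal indicates esBAF inhibition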
The depositor's hits bear a star; · = no result given; & = joins results of further samples. Hits appear at their usual frequency; about 3.3% have a hit in one of these screens.

Every second line gives: CFTR F508del cor | GSIS activator | ARNT-TACC3 inh | RAD54 inh | Xi reactivation | ERAP1 HTS inh | RAD52 anneal inh | esBAF inh
- O=C(CCC(=O)N1CCN(c2ccccn2)CC1)Nc1nnc(C(F)(F)F)s1
→ 0.9 | -9 | 1 | 5 | 0.0 | 5 | -14 | -1
- COc1cccc(C(=O)Nc2ccc3c(c2)OC[C@@H](C)NC[C@@H](C)[C@@H](OC)CN(C)C3=O)c1
→ 0.4 | 8 | -3 | 8 | 0.3 | 1 | -5 | 0
- CC(=O)OCCCNc1cc(Sc2ccc(C)cc2)c2nonc2c1[N+](=O)[O-]
→ · | -12 | 0 | · | 1.5 | · | · | -10
- OC[C@H]1[C@H](c2ccc(-c3cccnc3)cc2)[C@@H]2CN(CC3CCOCC3)CCCCN12
→ 3.1 | · | 5 | 3 | · | -1 | 0 | ·
- CCOc1ccc(S(=O)(=O)N2CCCC2)c2ccccc12
→ 3.4 | 21 | · | 2 | 0.0 | 5 | 7 | 0
- C/C=C/c1ccc2c(c1)O[C@H](CN(C)C(=O)CC1CC1)[C@H](C)CN([C@H](C)CO)S2(=O)=O
→ -2.5 | 22 | -4 | -5 | -1.2 | -4 | -3 | 8
- Cc1nnc(N/N=C/c2cccc(C(F)(F)F)c2)n1N
→ -2.2 | -20 | 18 | -14 | 0.4 | 0 | -6 | 4
- Cn1cc(CN2CCC(C(=O)NC(c3ccc(F)cc3)c3ccc4ccccc4n3)CC2)c2ccccc21 (stereo not given)
→ 0.0 | -25 | · | 12 | -0.1 | -1 | 26 | -59
- Cn1c(N)c(C(=O)COC(=O)C2CCCN2C(=O)c2cccs2)c(=O)n(C)c1=O (stereo not given)
→ -0.8 | -5 | -1 | · | 0.0 | -1 | -16 | ·
- O=C(O)c1cc(-c2ccc(N3CCOCC3)cc2)nn1-c1ccc(F)cc1
→ 0.1 | -5 | -6 | · | 0.0 | -1 | -22 | -5
- COc1cccc(NC(=O)N2CC(=O)N3[C@H](CO)[C@H](c4ccc(C#CC5CCCCC5)cc4)[C@@H]3C2)c1
→ -2.4 | -27 | · | · | 0.2 | -1 | -2 | ·
- Cn1c(SCC(=O)c2ccc3c(c2)OCCO3)nnc1C(F)(F)F
→ 2.8 | · | -13 | 3 | 0.1 | · | -15 | -1
- COc1cc(C(C(=O)NCC2CCCO2)N(C(=O)Cn2nnc3ccccc32)c2ccc(OC)c(OC)c2)ccc1O (stereo not given)
→ -1.9 | -7 | · | -1 | 0.1 | -2 | -7 | 1
- O=C(c1cnn2ccccc12)N1CCN(C2CCCCC2)CC1
→ -0.2 | 21 | 1 | 5 | 0.8 | -2 | -10 | 7
- CC(=O)[C@@H]1[C@@H]2C(=O)N(Cc3ccccc3)C(=O)[C@@H]2C2c3ccccc3C=CN21 (stereo not given in full)
→ 1.4 | -5 | 33 | · | · | 0 | -53 | ·
- COc1ccccc1C1CCN(C(=O)c2ccc(Cl)cc2)CC1
→ -2.0 | -1 | -12 | 6 | 0.2 | -3 | -11 | -3
- COc1cc(/C=C(/NC(=O)c2ccc(Cl)cc2Cl)C(=O)O)cc(OC)c1OC
→ -1.0 | · | -2 | -3 | 0.0 | 6 | -13 | -1
- Cc1ccc(N/N=C2/CCCNC2=O)cc1
→ · | 25 | 1 | -7 | · | · | · | 0
- C[C@H]1CN([C@@H](C)CO)C(=O)Cc2cc(NS(=O)(=O)c3cccs3)ccc2O[C@@H]1CN(C)Cc1ccc(C(=O)O)cc1
→ 2.1 | 8 | -11 | 1 | -0.5 | 1 | 2 | -3
- Cn1c(=O)c2sccc2n(Cc2cccc(Br)c2)c1=O
→ -0.9 | 1 | 17 | 7 | 0.3 | -3 | -2 | -4
- COc1cc([N+](=O)[O-])c(OC)cc1SCc1n[nH]c(=S)n1-c1ccc(C)cc1
→ 2.2 | 1 | 0 | · | -0.2 | -5 | -5 | ·
- Cc1ccc(OCc2nnc(SCc3nc4ccccc4[nH]3)n2Cc2ccco2)cc1
→ · | -43 | -35 | -5 | · | · | · | -56
- CCCNC(=O)c1ccccc1NC(=O)CN(c1ccccc1)S(=O)(=O)N(C)C
→ -0.1 | 1 | -6 | · | 0.0 | 12 | -8 | -5
- CCN(CC)c1cc(C)c2cc(NC(=O)CNC(C)=O)ccc2n1
→ · | 12 | -5 | 12 | · | · | · | 7
- CCOc1ccc(CNC(=O)NS(=O)(=O)c2ccc(OC)cc2)cc1
→ · | 2 | -6 | -2 | · | · | · | -5
- CN1CCN(c2ccc3sc(-n4ccc5ccccc54)nc3c2)CC1
→ 0.4 | 2 | · | 32 | 0.1 | -1 | 23 | -43
- CC(NC(=O)c1ccc2nc(Cc3cccc(Cl)c3)oc2c1)c1ccncn1 (stereo not given)
→ -0.7 | -11 | · | · | 0.0 | 1 | -4 | ·
- C=C(C)CNC(=O)CCc1nnc(C2(c3ccc(Cl)cc3)CCC2)o1
→ 1.4 | -2 | -4 | · | 0.1 | 1 | -4 | ·
- Cn1nnnc1SCC(=O)Nc1ccc2c(c1)OCO2
→ 1.1 | 5 | 1 | 5 | 0.5 | 2 | -20 | 33
- O=C(N[C@H]1CC[C@H](CCn2cc(C3(O)CCCC3)nn2)O[C@@H]1CO)C1CCCC1
→ 0.9 | -11 | -8 | -13 | 0.2 | 3 | 5 | -22

3 structures out of the list, sorted by length of the SMILES, high to low:
Every second line gives: CFTR F508del cor | GSIS activator | ARNT-TACC3 inh | RAD54 inh | Xi reactivation | ERAP1 HTS inh | RAD52 anneal inh | esBAF inh
- COc1cccc(NC(=O)N2CC(=O)N3[C@H](CO)[C@H](c4ccc(C#CC5CCCCC5)cc4)[C@@H]3C2)c1
→ -2.4 | -27 | · | · | 0.2 | -1 | -2 | ·
- O=C(N[C@H]1CC[C@H](CCn2cc(C3(O)CCCC3)nn2)O[C@@H]1CO)C1CCCC1
→ 0.9 | -11 | -8 | -13 | 0.2 | 3 | 5 | -22
- CC(NC(=O)c1ccc2nc(Cc3cccc(Cl)c3)oc2c1)c1ccncn1 (stereo not given)
→ -0.7 | -11 | · | · | 0.0 | 1 | -4 | ·

Additional compounds
Every second line gives: CFTR F508del cor | GSIS activator | ARNT-TACC3 inh | RAD54 inh | Xi reactivation | ERAP1 HTS inh | RAD52 anneal inh | esBAF inh
- COc1ccc(OC)c(CN2CCCC(CCC(=O)N(C)CCc3ccccn3)C2)c1 (stereo not given)
→ -0.9 | 2 | 0 | · | 0.1 | -3 | -21 | ·
- CCNC(=O)C(=O)NCC1OCCCN1S(=O)(=O)c1ccc(F)cc1C (stereo not given)
→ 1.4 | -14 | 4 | 0 | 0.0 | -1 | 2 | -2
- COc1ccc2oc(C)c(C(=O)Cn3ccnc3)c2c1
→ · | 3 | 2 | 12 | · | · | · | -5
- CC(C)c1cc2c(c(O)c1O)[C@@]13CCCC(C)(C)C1CC2OC3=O (stereo not given in full)
→ -0.9 | -7 | -6 | 13 | · | · | 0 | -6
- O=S(=O)(Cc1ccccc1)N1CCCCN2[C@H](C1)[C@@H](c1ccc(C#Cc3ccccc3)cc1)[C@@H]2CO
→ 8.0* | 16 | 7 | 10 | 0.0 | 0 | -19 | ·
- O=C(CC1SC(=Nc2ccc3c(c2)OCCO3)NC1=O)Nc1ccc(F)cc1F (stereo not given)
→ -0.5 | -7 | 1 | 4 | · | · | -4 | -9
- Cn1c(COc2cccc3cccnc23)nnc1SCC(=O)O
→ 3.1 | 5 | -7 | · | 0.0 | 1 | -2 | ·
- CC(=O)O/N=C(\N)c1ccc(-c2csnn2)cc1
→ 0.2 | 2 | -3 | 5 | 0.0 | · | -3 | 54*
- COC(C[C@@H]1O[C@@H]1[C@@H](O)[C@@H](C)OCc1ccccc1)OC
→ 1.6 | -5 | 0 | 0 | 0.0 | -3 | -4 | -2
- C[C@@H]1CN([C@H](C)CO)C(=O)Cc2cc(NC(=O)Nc3ccccc3)ccc2O[C@@H]1CN(C)S(=O)(=O)c1ccccc1
→ -0.5 | -4 | -11 | -7 | 0.1 | -3 | 2 | 2
- COc1ccccc1CCNC(=O)c1ccccc1SCC(=O)N1CCCC1
→ 0.5 | -5 | -5 | -5 | 0.0 | 0 | -12 | 7
- COc1ccc(NC(=O)N(C)C[C@H]2Oc3c(NC(=O)NC4CCCCC4)cccc3C(=O)N([C@H](C)CO)C[C@@H]2C)cc1
→ 0.8&-2.0 | -10&-22 | 7&-1 | -2&5 | -0.1&0.0 | 4&-5 | 8&-7 | -3&-6
- Cc1ccc2c(c1)N(S(=O)(=O)c1ccc3c(c1)NC(=O)CC(=O)N3)CCO2
→ -1.3 | -2 | · | -1 | 0.4 | · | -13 | 5
- CCC(NC(=O)NCc1ccccc1)(C(F)(F)F)C(F)(F)F
→ 0.0 | 8 | -1 | · | 0.1 | -2 | -8 | ·
- O=C(CCc1nc2ccccc2c(=O)[nH]1)Nc1nc(-c2cccs2)cs1
→ -2.0 | -9 | -4 | · | 0.1 | 2 | -16 | 13
- CCCCN(C(=O)CCNC(=O)NC12CC3CC(CC(C3)C1)C2)c1c(N)n(CCC)c(=O)[nH]c1=O
→ -4.9 | -2 | 4 | 1 | 0.0 | 2 | -9 | 2
- CCOC(=O)c1cnc2ccc(C(=O)OC)cc2c1Nc1ccc(C(=O)O)cc1
→ -0.4 | 19 | -2 | · | 0.0 | 4 | -17 | ·
- O=C(O)C1CCN(C(=O)c2cccc3ccccc23)CC1
→ 2.1 | -2 | -16 | 13 | 0.2 | 1 | -4 | -10
- CCn1cc(C(=O)O)c(=O)c2cc(F)c(N3CCN(C(=S)NC(=O)c4ccc(F)cc4)CC3)cc21
→ 5.8 | 19 | -6 | 11 | 0.0 | 7 | -15 | 17
- O=C(Nc1cc2c3c(c1)CC(=O)N3CCC2)c1ccc(Cl)cc1
→ 1.3 | -1 | -11 | -8 | 0.0 | 1 | -9 | 23
- COc1ccc2oc(C(=O)OCC(=O)N(Cc3ccccc3)C(C)C)c(C)c2c1
→ -0.6 | -35 | -4 | · | 0.1 | 0 | -14 | ·
- CCOC(=O)c1c(NC(=O)/C=C/C(=O)O)sc(C)c1-c1ccc(C(C)(C)C)cc1
→ -9.4 | -9 | 0 | · | 0.0 | 5 | -15 | ·
- COCC#Cc1cnc2c(c1)C(=O)N([C@@H](C)CO)C[C@@H](C)[C@H](CN(C)Cc1ccc(-c3ccccc3)cc1)O2
→ -2.9 | -34 | · | · | -0.8 | · | · | -4
- COc1cccc(NC(=O)Cn2c(=O)oc3cc(S(=O)(=O)N4CCCC4)ccc32)c1
→ 1.9 | -9 | -3 | 3 | -0.1 | -1 | -4 | ·
- C[C@H]1CN([C@@H](C)CO)C(=O)c2cccc(NC(=O)Nc3ccc(C(F)(F)F)cc3)c2O[C@H]1CN(C)Cc1ccc(Oc2ccccc2)cc1
→ 1.7 | -26 | -9 | 2 | -1.1 | 1 | -8 | 1
- COc1ccccc1NC(=O)N[C@@H]1CC[C@@H](CCn2cc(C3(O)CCCC3)nn2)O[C@H]1CO
→ -1.8 | -13 | -5 | 7 | 0.0 | -4 | -7 | 0
- C#Cc1ccc(CN2CCCC(C(=O)Nc3ccccc3Oc3cccnc3)C2)cc1 (stereo not given)
→ -1.7 | -5 | 5 | -3 | 0.0 | 2 | -59 | 5
- C/C(=N\Nc1ccc([N+](=O)[O-])cc1)c1ccc(O)cc1
→ 1.5 | -23 | 12 | · | 0.0 | -1 | -14 | ·
- COCC#Cc1ccc([C@H]2[C@H]3CN(C(=O)C4CCC4)CC(=O)N3[C@H]2CO)cc1
→ -1.3 | 6 | · | · | 0.0 | 2 | -9 | ·
- CCc1ccc(NC(=O)CSc2nc(=O)n3cc(C)ccc3n2)cc1
→ 2.2 | -5 | 2 | 2 | 0.0 | 0 | -2 | ·
- CCOC(=O)c1sc(=S)n(-c2ccccc2Cl)c1SC
→ -2.0 | 6 | 0 | -1 | · | 3 | -12 | 0
